Granule exo inh – blocks lytic granule exocytosis | TALL-104 LAMP-1 surface exposure, flow cytometry; cells stimulated with thapsigargin and PMA | inhibition, % at 10 µM | 360,000 compounds, 0.66% hits | AID 651702;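 active = inhibition above about 55%, limit read from the data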
TWEAK-Fn14 inh – TWEAK-Fn14 signaling inhibition; 360,000 compounds, 2% hits; AID 1159606; TWEAK-stimulated Fn14 reporter cells, luciferase luminescence, 8 h; inhibition, % at 10 µM; in the data active = inhibition above about 50%
SRC1 inh – inhibits human SRC1 coactivator; Q15788; HEK293 GAL4-SRC1 luciferase reporter, luminescence; inhibition, % at 3.6 µM; 360,000 compounds, 0.12% hits; AID 588354;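 active = inhibition above the campaign mean plus 3 SD, with each screening campaign given its own cutoff, cut at about 60% in these data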;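 note: 0% = DMSO treated cells and 100% = gossypol at 36 µM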
SRC2 inh – human SRC2 (NCOA2) inhibition. HEK293 GAL4-SRC2 luciferase reporter, luminescence. inhibition, % at 9 µM. AID 651957. 370,000 compounds, 0.17% hits;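 active = inhibition above the mean inhibition of all tested compounds plus 3 SD, set per campaign, cut at about 52% in these data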;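 note: 0% = DMSO treated cells and 100% = cells given Gossypol at 36 µM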
TLR9-MyD88 inh – blocks human TLR9 binding to MyD88; Q9NR96+Q99836; CHO BLA complementation TLR9-MyD88, CCF4 FRET ratio; inhibition, % at 4.98 µM; 340,000 compounds, 0.21% hits;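 active = inhibition above the mean over all tested compounds plus 3 SD, cut at about 21% in these data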;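 note: 0% = DMSO only wells and 100% = clavulanate BLA inhibitor control wells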
ABHD5 PLIN5 PPI – blocks binding of human ABHD5 to perilipin-5; Q00G26+Q8WTS1; Split G. princeps luciferase complementation, luminescence, 4 h; inhibition, % at 4 µM; 360,000 compounds, 0.78% hits;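 active = inhibition above the mean inhibition across every tested compound plus 3 SD, cut at about 22% in these data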;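 note: 0% = DMSO only wells and the 100% control is not disclosed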
NR2F2 inh – NR2F2 (human) inhibition, primary screen; HEK293T NGFI-A luciferase reporter, luminescence; P24468; inhibition, % at 8.6 µM; 370,000 compounds, 0.7% hits;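 active = inhibition above a per-plate cutoff, mean inhibition of test wells between control levels plus 3 SD, cut at about 38% in these data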;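 note: cells cotransfected with COUP-TFII expression vector driving the NGFI-A reporter; 0% = median of COUP-TF2 test wells and 100% = reporter-only cells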
Target sequence (P24468 whole entry, looked up): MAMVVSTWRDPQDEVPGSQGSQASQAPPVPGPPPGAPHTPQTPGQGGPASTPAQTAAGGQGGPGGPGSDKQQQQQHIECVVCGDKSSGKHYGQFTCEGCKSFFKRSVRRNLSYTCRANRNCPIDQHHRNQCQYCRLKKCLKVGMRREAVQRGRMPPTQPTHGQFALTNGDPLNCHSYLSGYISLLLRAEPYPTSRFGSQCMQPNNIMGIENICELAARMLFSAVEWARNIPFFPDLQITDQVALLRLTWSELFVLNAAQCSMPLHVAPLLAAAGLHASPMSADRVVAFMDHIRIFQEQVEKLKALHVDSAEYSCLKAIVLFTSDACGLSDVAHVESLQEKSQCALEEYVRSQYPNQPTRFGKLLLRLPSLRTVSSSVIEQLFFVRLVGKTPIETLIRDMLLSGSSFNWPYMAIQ
SRC3 inh – human NCOA3 inhibition; Q9Y6Q9; HEK293 GAL4-SRC3 luciferase reporter, luminescence; inhibition, % at 3.6 µM; 360,000 compounds, 0.17% hits; AID 588352;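 active = inhibition above a per-campaign cutoff, the mean of all compounds plus 3 SD, cut at about 60% in these data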;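 note: 0% = DMSO-treated cells and 100% = gossypol-treated cells at 36 µM; higher means less SRC3-driven luciferase light from the GAL4 reporter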
NOD2-RIPK2 inh – inhibitors of human NOD2-RIPK2 interaction; AID 624267; CHO BLA complementation NOD2-RIPK2, CCF4 ratio; 360,000 compounds, 0.38% hits; inhibition, % at 4.98 µM; in the data active = inhibition above about 21%;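 note: 0% = vehicle only and 100% = reference blocker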
TROY NFkB inh – TROY signaling inhibition. Q293 LMP1-TROYcd NF-kB luciferase reporter, 4 h. AID 1347056. inhibition, % at 10 µM. 360,000 compounds, 0.98% hits;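 active = compounds whose plate-normalised and pattern-corrected inhibition of the luciferase reporter signal at the single screening dose is 50% or more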
LRH-1 inv ag – NR5A2 inverse agonism in reporter assay; O00482; HEK293T StAR-luciferase reporter, LRH-1 transfected, 24 h; inhibition, % at 3.6 µM; 360,000 compounds, 0.13% hits; AID 602396;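 active = inhibition above the mean inhibition of all tested compounds plus 3 SD, cut at about 73% in these data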;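 note: 0% = DMSO wells and 100% = reporter-only cells lacking LRH-1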
Target sequence (O00482 whole entry, looked up): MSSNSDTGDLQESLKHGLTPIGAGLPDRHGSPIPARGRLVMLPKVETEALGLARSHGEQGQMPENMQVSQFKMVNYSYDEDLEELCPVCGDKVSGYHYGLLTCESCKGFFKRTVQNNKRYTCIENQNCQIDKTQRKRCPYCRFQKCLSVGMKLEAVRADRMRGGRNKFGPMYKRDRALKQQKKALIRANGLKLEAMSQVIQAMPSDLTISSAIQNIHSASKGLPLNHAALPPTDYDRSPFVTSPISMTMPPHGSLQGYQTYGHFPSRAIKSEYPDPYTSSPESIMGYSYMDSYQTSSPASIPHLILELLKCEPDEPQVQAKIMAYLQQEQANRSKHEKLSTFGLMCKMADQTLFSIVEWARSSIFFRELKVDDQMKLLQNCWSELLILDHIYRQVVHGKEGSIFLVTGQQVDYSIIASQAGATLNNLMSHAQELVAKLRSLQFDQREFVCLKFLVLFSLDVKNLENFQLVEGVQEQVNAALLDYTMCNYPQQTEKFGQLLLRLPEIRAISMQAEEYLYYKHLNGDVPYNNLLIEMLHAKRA
* = called active by the depositor; · = not tested or not shown; & = joins results of further samples. Some of the compounds tested, so the mix of outcomes need not match the whole.

SMILES | Granule exo inh | TWEAK-Fn14 inh | SRC1 inh | SRC2 inh | TLR9-MyD88 inh | ABHD5 PLIN5 PPI | NR2F2 inh | SRC3 inh | NOD2-RIPK2 inh | TROY NFkB inh | LRH-1 inv ag
O=C1CC2C(=O)NCCN2C(=NC(=O)c2ccccc2)N1 (stereo not given) | 4 | -6 | 6 | 8 | -6 | 0 | 6 | 2 | -2 | 21 | -7
O=C(NCc1cccnc1)c1ccccc1CCc1ccccc1 | 8 | 8 | -4 | -24 | 0 | 5 | 3 | 5 | -8 | -3 | -9
CC(NC(=O)Cn1nc(-c2ccccc2)ccc1=O)c1ccccc1 (stereo not given) | -3 | 1 | -5 | 18 | -18 | 0 | 0 | 20 | -15 | -1 | 7
CC(CO)(CO)NCc1ccc(-c2ccccc2)cc1 | -2 | -15 | 15 | -42 | 2 | -2 | 2 | 16 | 7 | -19 | 9
Cn1cnnc1SCCNS(=O)(=O)c1ccccc1 | 3 | 2 | -24 | 5 | 1 | -3 | 1 | 20 | -4 | -20 | 8
Cc1noc(C)c1S(=O)(=O)Nc1ccc(C(=O)O)cc1 | 6 | -16 | -19 | -16 | -9 | 6 | -9 | 4 | -5 | -27 | 14
COc1ccc(NC(=O)C2CCN(C(=O)c3cccs3)CC2)cc1OC | -2 | -2 | -39 | 17 | 4 | -5 | 17 | 19 | -4 | 11 | 18
CCOc1cc(C(=O)N2CCN(c3ccc(C(C)=O)cc3)CC2)cc(OCC)c1OCC | 0 | 5 | -13 | -12 | -5 | -6 | -3 | -13 | -6 | 2 | -20
Cc1cccc(N2CCN(c3nc4ccc(Cl)cc4n4cnnc34)CC2)c1C | -7 | -14 | -9 | 1 | -5 | 6 | -1 | 7 | -18 | -21 | -6
CCN(CCCNC(=O)C1c2ccccc2C(=O)N(CCOC)C1c1ccc(F)cc1)Cc1ccccc1 (stereo not given) | -1 | 12 | -34 | 8 | 2 | 2 | 13 | 7 | -15 | 8 | -3
CCC1=C(OC(=O)N(CC)CC)N2C(=O)OC(=NCCc3c[nH]c4ccccc34)[C@]2(Cc2ccccc2)[C@H]2C1=CC[C@H]1C(=O)NC(=O)[C@H]12 | -8 | 17 | 3 | 12 | -5 | -7 | 8 | -5 | -9 | 20 | -2
c1ccc(COc2ccc(-c3cc4nc(NCCOc5ccccc5)ccn4n3)cc2)cc1 | 13 | 42 | -2 | 8 | · | -5 | 18 | -7 | 3 | -2 | 19
Cc1cc(NC(=O)COc2ccc3oc4ccccc4c3c2)no1 | 0 | 2 | 3 | 5 | 0 | -1 | 4 | -36 | 5 | 9 | -17
CCC1([N+](=O)[O-])COC(c2ccc(C(C)C)cc2)OC1 (stereo not given) | 2 | -2 | -55 | -74 | -5 | 5 | -39 | -42 | -6 | -81 | -93
COc1ccc(S(=O)(=O)N(C)C)cc1NCC(=O)Nc1cccc(C#N)c1 | -5 | -7 | -18 | -4 | 3 | -2 | 2 | 8 | -3 | -5 | -5
Cc1noc(C)c1NC(=O)Nc1cccc2c1O[C@H](CN(C)C(=O)Nc1ccc3c(c1)OCO3)[C@@H](C)CN([C@H](C)CO)C2=O | -2 | 3 | -24 | -19 | 3 | 6 | 6 | 5 | -3 | -18 | -11
O=C(CCCC(=O)c1ccccc1)NCc1ccccc1 | 11 | -17 | 4 | 8 | -17 | -2 | -11 | 6 | -15 | -27 | 2
Cc1ccc(C(=O)Nc2cccc(C(=O)NC3CCCC3)c2)cc1 | -5 | -4 | -13 | -10 | -1 | 1 | 10 | 18 | 2 | -38 | -4
Cc1cc(CSc2ccc(Cl)cc2)ccc1N | -4 | -2 | -40 | 7 | -5 | -1 | 9 | -6 | -8 | -33 | -25
COc1cc(C(c2c(C)[nH][nH]c2=O)c2c(C)[nH][nH]c2=O)cc(Br)c1OC | 27 | 19 | 13 | 11 | -8 | -5 | 5 | 6 | 3 | -9 | 12
O=C1c2ccccc2NC(c2ccc(O)cc2)N1Cc1ccco1 (stereo not given) | -3 | 11 | -4 | -1 | 12 | 14 | 16 | -4 | -1 | -17 | -23
CCn1ncc(Br)c1C(=O)NC(C)c1ccccc1 (stereo not given) | -3 | 6 | 13 | -25 | -3 | 3 | 13 | 4 | 9 | -14 | 4
O=C(O)c1cc([N+](=O)[O-])c(Nc2cccc3ccccc23)c([N+](=O)[O-])c1 | -4 | 3 | 2 | 6 | -1 | 5 | -6 | 4 | -2 | -20 | -1
Cc1c(Br)cccc1NC(=O)C1(C)CCN1CCc1ccccc1 (stereo not given) | -2 | -24 | 9 | 18 | · | -5 | 11 | 3 | 4 | 8 | -7
CN(C(=O)CCc1nnc(CCCCc2ccccc2)o1)C1CC(C)(C)NC(C)(C)C1 | -3 | 4 | -22 | 12 | -4 | 3 | -21 | -4 | 4 | -25 | -3
O=C1c2ccccc2[C@@H]2C[C@H](NC34CC5CC(CC(C5)C3)C4)[C@@H](O)CCN12 | -1 | -7 | 11 | 5 | -8 | 0 | 18 | -24 | -4 | -9 | -3
CSc1ccc(CCNC(=O)c2nn(C)c3c2CS(=O)(=O)c2ccccc2-3)cc1 | 17 | 26 | 0 | -31 | -4 | 0 | -12 | -8 | 2 | 23 | -2
Cc1cc(=O)oc2c(C)c(OCC(=O)N3CC[C@@]4(O)CCCC[C@H]4C3)ccc12 | -5 | -3 | -3 | -15 | -2 | -3 | 13 | -13 | -6 | 9 | 10
O=C(C1CCCN(CCCc2ccccc2)C1)N1CCCCC1 (stereo not given) | -4 | -9 | -3 | -2 | -11 | 1 | 16 | 4 | -2 | -13 | -16
Cc1ccccc1NC(=O)c1cc(N)ccc1N1CCCCC1 | 2 | -1 | 10 | 4 | -7 | 5 | 2 | 8 | 0 | -11 | 0
COc1ccccc1C(=O)Nc1cccc(NC(=O)c2ccccc2C)c1 | -11 | -1 | -14 | -23 | -8 | 7 | 4 | -15 | -6 | -14 | -1
COc1ccc2c(C(=O)c3ccc(C)cc3)n(CCCC(N)=O)[n+]([O-])c2c1 | 3 | 2 | -15 | -13 | -3 | -1 | -4 | 1 | -5 | 2 | 26
COc1ccc(NS(=O)(=O)c2ccc(NC(=S)NC(=O)c3cccnc3)cc2)nn1 | 2 | -18 | 7 | -12 | · | -6 | -12 | 5 | -7 | -4 | 12
CCN(C(=O)COC(=O)c1ccc(C)c(S(=O)(=O)N2CCOCC2)c1)C1CCS(=O)(=O)C1 (stereo not given) | -25 | 5 | -6 | -29 | 1 | -4 | -1 | 1 | -7 | -3 | 9
CCCOc1ccc(N2C(=O)CC(NCCNc3ccc([N+](=O)[O-])cn3)C2=O)cc1 (stereo not given) | -13 | 3 | -14 | -9 | 3 | -4 | -5 | 10 | -2 | 3 | 20
CSC1=NCCN1C(=O)c1c(-c2c(F)cccc2Cl)noc1C | 3 | 5 | 15 | -22 | -2 | 7 | 12 | 25 | 3 | -8 | 6
COc1cc(NC(=O)CCc2c(C)noc2C)c(Cl)cc1C(=O)O | -2 | -17 | -16 | -16 | 1 | 2 | -7 | -2 | 1 | 7 | 2
CCN(CC)S(=O)(=O)c1cccc(C(=O)N[C@H](C(=O)Nc2nc3ccccc3s2)C(C)C)c1 | -6 | 23 | -25 | -14 | -8 | -6 | -2 | -27 | -8 | -52 | -9
Cc1ccnc(NS(=O)(=O)c2ccc(NC(=O)c3c(-c4ccccc4Cl)noc3C)cc2)n1 | 5 | 8 | -6 | -26 | -5 | 6 | -2 | -7 | 3 | 11 | -4
Cc1c(C(=O)NCc2ccc3c(c2)OCCO3)sc(=O)n1Cc1ccccc1C#N | -1 | 6 | -19 | -38 | · | 0 | -7 | 5 | 0 | 10 | 20
CCCC(=O)Nc1nc2ccc(OC)cc2s1 | -1 | -25 | -86 | -43 | 12 | 0 | -27 | -83 | 4 | -63 | -130
CCC(C)NC(=O)C1CCN(S(=O)(=O)c2cc([N+](=O)[O-])ccc2Cl)CC1 (stereo not given) | -2 | -9 | -17 | 8 | 5 | -3 | -14 | 16 | -1 | -11 | -18
COc1cc(CNC(=O)c2cccc(COc3ccc(Cl)cc3)c2)cc(OC)c1 | 3 | 23 | -109 | -28 | 7 | -8 | -30 | -79 | -5 | -1 | -186
CCOC(=O)C1=C(Nc2ccccc2)CC(C)(O)C(C(=O)OCC)C1c1ccc(Cl)cc1 (stereo not given) | 0&0 | 3&4 | 12&3 | -6&15 | -5&3 | -11&1 | -4&16 | -15&19 | 9&-6 | -13&0 | -10&-5
CC(=O)c1ccc(NC(=O)Nc2ccc(Cl)cc2)cc1 | 1 | -13 | -110 | -44 | 9 | -1 | -35 | -87 | -11 | -17 | -97
CCOC(=O)C1=C(c2cccc(Oc3ccccc3)c2)NC(=S)NC1C (stereo not given) | -1 | 10 | 1 | 9 | -6 | -9 | 13 | 20 | -7 | 18 | -12
CCCCCCCNC(=O)C1(CC2CC(c3cccc(Br)c3)=NO2)CCN(C(=O)C2CCCC2)CC1 (stereo not given) | 0 | -30 | -9 | 18 | 0 | 5 | 19 | 5 | -2 | -11 | 36
CC(=O)Nc1ccc(S(=O)(=O)NCCC(=O)OCc2ccc([N+](=O)[O-])cc2)cc1 | -2 | -1 | 5 | 10 | -6 | -1 | -6 | 18 | -3 | 24 | 26
COC(=O)c1ccc(/C=C/c2c(-c3ccc(OC)cc3)sc3ccccc23)cc1 | 1 | -29 | 2 | -15 | -10 | -2 | -10 | 3 | -1 | -52 | 8
O=C(CSc1oc(-c2ccco2)nc1S(=O)(=O)c1ccc(Cl)cc1)NCC1CCCO1 (stereo not given) | -2 | -5 | 5 | -1 | 3 | -3 | -16 | 17 | 2 | 9 | 8
C[C@@H](O)C1NC(=O)[C@H](CCCCN)NC(=O)c2cc([N+](=O)[O-])cc(F)c2NCCCC[C@@H](C(N)=O)NC1=O (stereo not given in full) | -7 | 6 | 0 | · | -6 | 0 | · | 6 | 5 | 3 | -6
Cc1ccc(S(=O)(=O)CCC(=O)Nc2nc(-c3cccnc3)cs2)cc1 | -4 | 13 | -2 | -12 | -9 | 11 | -2 | 1 | -12 | 5 | -1
Cc1ccc(Br)c(NS(=O)(=O)c2cccc(C(=O)N3CCNC(=O)C3)c2)c1 | -1 | -1 | -17 | 5 | 6 | 11 | -9 | 12 | 7 | 3 | 0
CC(OC(=O)CCCOc1ccccc1)C(=O)Nc1ccc(Cl)cn1 (stereo not given) | 3 | -7 | 6 | 6 | 6 | -1 | -3 | 1 | 1 | 0 | 25

Part of the list above, in CSV form.
SMILES,Granule exo inh,TWEAK-Fn14 inh,SRC1 inh,SRC2 inh,TLR9-MyD88 inh,ABHD5 PLIN5 PPI,NR2F2 inh,SRC3 inh,NOD2-RIPK2 inh,TROY NFkB inh,LRH-1 inv ag
C[C@@H](O)C1NC(=O)[C@H](CCCCN)NC(=O)c2cc([N+](=O)[O-])cc(F)c2NCCCC[C@@H](C(N)=O)NC1=O (stereo not given in full),-7,6,0,·,-6,0,·,6,5,3,-6
Cc1ccc(S(=O)(=O)CCC(=O)Nc2nc(-c3cccnc3)cs2)cc1,-4,13,-2,-12,-9,11,-2,1,-12,5,-1
Cc1ccc(Br)c(NS(=O)(=O)c2cccc(C(=O)N3CCNC(=O)C3)c2)c1,-1,-1,-17,5,6,11,-9,12,7,3,0

High-throughput results deposited in PubChem by several laboratories.
